Bioassay records (PubChem)
TrxR1 inh: rat TrxR1 inhibition | recombinant rTrxR1, NADPH fluorescence consumption, selenite substrate | Potency, µM (series often up to 114 µM), for inactives: top-dose activity change, negative = inhibition, actives largely listed as inhibitors | 390,000 tested, 1% active | AID 588453; further: potency means the concentration at half of the fitted maximal effect; on the % scale 0 is the no-effect control and ±100 the full control effect; nearly all actives have a fitted effect of over 65% in size
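Rat TrxR1 (90 nM in the dispensed reagent) was pre-reduced with 400 uM NADPH for 5 min at room temperature, then incubated with compound for 15 min. After 400 uM selenite was added, NADPH fluorescence (Ex 340/Em 450 nm) was followed for 8 min.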
TRHR PAM: allosterically enhances the human TRH receptor | P34981 | TRHR cells, fluo-8 calcium fluorescence, EC20 TRH enhancement | enhancement, % at 2 µM | 360,000 tested, 0.66% active | AID 493056; in the data active means enhancement above about 30%; further: 0% is about no effect
Target sequence (P34981 whole entry, looked up): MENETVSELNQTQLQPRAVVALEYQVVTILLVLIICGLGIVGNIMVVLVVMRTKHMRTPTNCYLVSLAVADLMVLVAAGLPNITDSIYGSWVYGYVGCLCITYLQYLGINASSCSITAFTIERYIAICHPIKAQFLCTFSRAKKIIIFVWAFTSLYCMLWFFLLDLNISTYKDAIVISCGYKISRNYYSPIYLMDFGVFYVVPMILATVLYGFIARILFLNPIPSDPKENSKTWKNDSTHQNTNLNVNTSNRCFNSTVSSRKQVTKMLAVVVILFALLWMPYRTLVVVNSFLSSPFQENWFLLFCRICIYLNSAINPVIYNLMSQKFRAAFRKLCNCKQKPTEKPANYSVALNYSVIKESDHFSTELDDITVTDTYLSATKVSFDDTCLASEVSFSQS
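TRHR-expressing cells loaded with fluo-8 calcium dye were read kinetically (ex 480/em 530) during compound addition, then stimulated with an EC20 of TRH (10 nM final). Enhancement of the Gq-mediated intracellular calcium response was scored.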
TrxR1 substrate: is turned over as a substrate by rat TrxR1. O89049. purified TrxR1 substrate turnover, NADPH consumption readout. Potency, µM (doses to about 114 µM), for inactives: at the highest dose activity change, negative = substrate turnover. 390,000 tested, 0.01% active. AID 588456; further: potency means the concentration at half of the fitted maximal effect; on the % scale 0 is the no-effect control and ±100 the full control effect; nearly all actives have a fitted effect of over 50% in size
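Rat TrxR1, dispensed at 90 nM, was prereduced with 400 uM NADPH (final) for 5 min at ~22 deg C, then incubated with compound 15 min before 400 uM selenite. A first-read NADPH fluorescence drop versus no-compound background flagged substrates.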
PI4K2A block: blocks human PI4K2A kinase activity. 420,000 tested, 0.13% active. purified PI4K2A, ADP-Glo luminescence, 1 h; stronger effect = lower value. Q9BTU6. AID 1346378. activity change, negative = inhibition, % at 76.9 µM; in the data active means activity change below about -50%; inconclusive means mostly about -30% to -49%;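 further: -100% = wells without enzyme as full effect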
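In this quantitative HTS, ADP production by PI4K2A was quantified luminescently after 1 h at ambient temperature; 100 microM adenosine served as plate-quality control.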
TRHR ag: agonists of human TRH receptor | P34981 | TRHR cells, calcium flux fluo-8, FDSS agonist mode | activation, % at 2 µM | 360,000 tested, 0.18% active; in the data active means activation above about 30%; further: 0% is about no effect
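TRHR-expressing cells, plated overnight in medium with 10% serum, were loaded with fluo-8 calcium dye at room temperature. After a 10 s baseline, library compound was pin-added and calcium release was recorded kinetically (ex 480/em 530) as agonist response.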
IDH1 R132H inh: inhibitors of human mutant IDH1 R132H | IDH1-R132H enzyme, NADPH consumption, diaphorase/resazurin fluorescence | Potency, µM (series often up to 76.6 µM), for the others: at the highest dose activity change, negative = inhibition, most hits filed as inhibitors | 390,000 tested, 0.093% active; further: potency means the concentration at half of the fitted maximal effect; on the % scale 0 is the no-effect control and ±100 the full control effect; nearly all actives have a fitted effect of over 65% in size
Target sequence (O75874 whole entry R132H, stated change not applied): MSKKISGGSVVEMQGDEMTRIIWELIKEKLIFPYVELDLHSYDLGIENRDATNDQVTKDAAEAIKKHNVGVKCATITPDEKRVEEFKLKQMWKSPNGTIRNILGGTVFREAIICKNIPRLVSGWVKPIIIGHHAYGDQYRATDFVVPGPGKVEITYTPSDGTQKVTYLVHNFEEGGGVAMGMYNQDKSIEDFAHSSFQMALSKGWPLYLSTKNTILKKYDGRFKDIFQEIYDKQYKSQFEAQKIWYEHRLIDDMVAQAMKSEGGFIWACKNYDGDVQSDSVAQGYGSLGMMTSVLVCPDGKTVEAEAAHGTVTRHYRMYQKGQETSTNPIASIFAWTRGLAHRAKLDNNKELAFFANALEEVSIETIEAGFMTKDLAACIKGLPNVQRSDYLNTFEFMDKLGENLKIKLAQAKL
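IDH1-R132H (0.5 ug/mL dispensed) in pH 7.5 Tris buffer was preincubated 30 min with compound, then given a substrate mix of 0.016 mM NADPH and 2 mM alpha-KG for 80 min at room temperature; remaining NADPH was read by diaphorase/resazurin fluorescence.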
D2 agonist: agonists of human D2 dopamine receptor; 340,000 tested, 0.53% active; AID 485358; P14416; HEK293 T-REx D2 cells, calcium flux agonist mode; activation, % at 2 µM;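 active means activation over 3 SD above normal in the single-dose calcium agonist read, cut at about 30% in these data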; further: 0% is about no effect
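Tetracycline-induced HEK293 T-REx cells with force-coupled D2 receptor, plated overnight at 30 C, loaded with no-wash calcium dye. After a 10 s baseline, compound was pin-added and calcium flux read kinetically for 180 s; calcium rises flagged agonists.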
D2 antag: D2 dopamine receptor (human) antagonism; HEK293 TREx D2 cells, calcium flux, dopamine EC80; inhibition, % at 10 µM; 340,000 tested, 2% active; in the data active means inhibition above about 30%; further: 0% is about no effect
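Tetracycline-induced HEK293 TREx cells expressing D2 receptor forced-coupled to calcium signalling, loaded with no-wash calcium dye. Compounds added and calcium flux read 180 s, then dopamine added at EC80 and read a further 180 s.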
USP1-UAF1 inh: USP1/UAF1 (human) deubiquitinase inhibition | O94782 | recombinant USP1/UAF1, Ub-Rhodamine cleavage fluorescence | Potency, µM (titrated, usually from 57.1 µM), for inactives: top-dose activity change, negative = inhibition, hits mostly inhibitors | 390,000 tested, 0.23% active | AID 743255; further: potency means the concentration at half of the fitted maximal effect; on the % scale 0 is the no-effect control and ±100 the full control effect; nearly all actives have a fitted effect of over 60% in size; inactives centre near -12
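Step one: compound is pinned into 1nM USP1/UAF1 in HEPES pH 7.8 buffer with TCEP. Step two: 15 min room-temperature incubation. Step three: Ub-Rho (150nM final) starts cleavage, tracked by fluorescence over six one-minute reads.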
An asterisk follows results filed as active; ? = inconclusive; · = no result given; [ ] = dose if it differs, or a comment. Unless noted, the call rests on the fitted dose curve; in most records, active means well fitted inhibition curve with a large enough effect; inconclusive means small, poorly fitted or top-dose-only effect; inactive means no such curve, though single readings can be large or run the other way.

structure	TrxR1 inh	TRHR PAM	TrxR1 substrate	PI4K2A block	TRHR ag	IDH1 R132H inh	D2 agonist	D2 antag	USP1-UAF1 inh
CCOC(=O)c1ccc(-n2cccc2/C=C2\NC(=O)NC2=O)cc1	-11%	-10	1%	-1	0.1	·	-0.6	7	·
CCc1ccc2[nH]c3nc(SCc4nnc(-c5ccccc5)o4)nnc3c2c1	27%	2	2%	2	0.3	1%	-0.6	-4	-11%
CC1CCc2sc(C(=O)N(C)CC(=O)Nc3cccc(F)c3)cc2C1 (configuration not stated)	0%	4	-8%	1	0.9	1%	-1.2	-11	-10%
CCc1ccccc1NC(=O)COC(=O)c1cn(CC)c2nc(C)ccc2c1=O	-17%	-15	-12%	-16	-0.9	-6%	·	·	-11%
COc1ccc(CNC(=O)CCCn2nc(C)c([N+](=O)[O-])c2C)cc1OC	23%[57.1 µM]	21	7%[57.1 µM]	1	0.0	2%	0.6	-8	-4%
N#CC1=C(N)SC(N)=C(C#N)C1c1ccc([N+](=O)[O-])cc1	50µM*	4	-1%	11	0.2	-5%	·	·	-13%
CN1CCc2c(sc3nc(NN)n(-c4ccc(Cl)cc4)c(=O)c23)C1	-4%[57.1 µM]	0	-5%[57.1 µM]	1	0.2	-8%	0.4	1	-25%
CCOC(=O)Nc1nnc(CCc2ccccc2)s1	3%[57.1 µM]	0	15%[57.1 µM]	-8	0.2	0%	-0.7	14	-9%
CCOc1ccc(C(=O)Nc2nnc(SCC(=O)NCC3CCCO3)s2)cc1OCC (configuration not stated)	27%	0	23%	2	0.6	4%	-2.1	-19	-3%
COc1ccc(CCNc2ncnc3c2c(-c2ccccc2)cn3-c2ccc(Cl)cc2)cc1OC	4%[57.1 µM]	-8	-2%[57.1 µM]	-15	1.0	-6%	0.2	·	4%
NCCCCCNC(=O)c1[nH]cnc1C(=O)N[C@@H](Cc1ccccc1)C(=O)OCc1ccccc1	14%	·	5%	-2	·	-12%	·	·	-27%
C#CCOCCOCCOCCNc1nc(N2CCN(C(=O)[C@H](Cc3cc4ccccc4[nH]3)n3cc([C@@H](N)C(C)CC)nn3)CC2)nc(N2CCN(C(=O)[C@H](CCCCN)n3cc([C@@H](N)CO)nn3)CC2)n1 (some centres not stated)	·	-3	·	·	0.7	·	0.1	1	·
COC(=O)c1c(C)cc(O)c(C)c1O	-2%	·	-2%	2	·	-2%	·	·	10%
CCCCCN(C(=O)CCC(=O)OCC(=O)c1ccc(C(C)CC)cc1)c1c(N)n(CCCC)c(=O)[nH]c1=O (configuration not stated)	-14%[57.1 µM]	1	-10%[57.1 µM]	-3	0.4	-18%	-0.1	-11	-11%
COc1cc(C(=O)N/N=C(\C)c2ccc3c(c2)OCO3)cc(OC)c1OC	7%[57.1 µM]	-4	2%[57.1 µM]	2	0.0	3%	2.6	-15	?
CCOc1ccccc1C1C(C(=O)Nc2ccc(OC)cc2)=C(C)Nc2nc(CCCO)nn21 (configuration not stated)	1%[57.1 µM]	2	2%[57.1 µM]	2	-1.1	14%	0.0	-13	-16%
COc1cccc(CNC(=O)C2CC(=O)N(C3CCCCC3)C2)c1 (configuration not stated)	11%	0	-1%	1	0.1	0%	-0.3	-10	-20%
O=C(CSc1nnc(-c2cccnc2)s1)Nc1ccnc2ccccc12	2%	19	-5%	-3	0.3	1%	-0.4	-9	-16%
O=C(c1ccccc1)c1coc2ccc(O)c(Cl)c12	21%	-1	8%	5	-0.4	5%	·	·	-2%
CCn1c(=O)c(CCC(=O)NCC2CCCO2)c(C)c2c(C)nn(-c3ccccc3)c21 (configuration not stated)	16%	3	9%	7	-0.3	16%	-0.2	-2	-21%
Cc1cccc(-n2ncc(C(=O)Nc3ccc4c(c3)OCO4)c2C2CCN(C(=O)OC(C)(C)C)CC2)c1	10%	-6	-9%	-6	1.2	26%	0.3	·	-18%
Cc1ccc(CNC(=O)Cn2ccn(-c3ccc(C)c(C)c3)c(=O)c2=O)cc1	5%	7	0%	0	-0.5	14%	0.5	·	8%
CCOC(=O)CC1C(=O)NCCN1C(=O)Nc1ccccc1 (configuration not stated)	4%[57.1 µM]	2	4%[57.1 µM]	-3	0.0	3%	0.3	-3	-16%
O=C1/C(=C/c2ccccc2)SC(=S)N1N1C(=O)C2CC2C1=O (configuration not stated)	13%	-7	-10%	3	4.1	3%	0.7	12	-18%
CN(C)/C=N/c1nc2nccc(-c3ccccn3)n2n1	17%[57.1 µM]	34*	64%	-3	0.4	9%	1.6	5	-19%

Carrying on:
structure	TrxR1 inh	TRHR PAM	TrxR1 substrate	PI4K2A block	TRHR ag	IDH1 R132H inh	D2 agonist	D2 antag	USP1-UAF1 inh
COc1ccc(N2CCN(C(=O)c3cnc(N4CCOCC4)c4ccccc34)CC2)cc1	1%[57.1 µM]	3	-4%[57.1 µM]	0	0.0	-14%	0.4	·	-41%
O=C1CCCN1c1ccc(S(=O)(=O)Nc2ccc3c(c2)OCCO3)cc1	25%	0	15%	2	0.0	2%	0.8	1	-2%
Cc1ccc(-c2[nH]c3c(c2-c2c(-n4cccc4)n(C)c(=O)[nH]c2=O)c(=O)[nH]c(=O)n3C)cc1	9%	-3	-1%	-5	0.3	-10%	·	·	?
Cc1ccc(/C=N/NC(=O)c2cc3ccccc3cc2O)o1	-1%	0	-4%	-6	0.9	8%	0.7	-3	-7%
Nc1cc(C(=O)OCC(=O)NCCC2=CCCCC2)ccc1Cl	19%	·	4%	2	·	21%	·	·	-19%
O=C1c2cc(Br)ccc2OC2C=CC=CC12 (configuration not stated)	-1%	·	2%	-5	·	11%	·	·	-23%
O=C(CN1C(=O)c2cccc3cccc1c23)Nc1cccnc1	11%	2	7%	9	-0.4	12%	0.0	18	-15%
Cc1ccc(-c2noc(C3CCCCC3)n2)cc1	-1%	-1	0%	3	0.2	3%	-0.5	-15	2%
CCSc1nnc(N2C(=O)C(O)=C(C(=O)c3ccco3)C2c2cccc(OC)c2)s1 (configuration not stated)	?	-1	1%	-12	12	10%	8.4	-12	-2%
Cc1nc(C)c(C(=O)OCC(=O)NCCc2ccc(F)cc2)s1	14%	-17	-1%	-1	-0.4	-1%	0.2	-11	-4%
COc1ccc2c(CNCc3cccs3)c(C(=O)O)n(Cc3cccc(F)c3)c2c1	8%	0	1%	-2	-0.1	0%	-0.4	·	-18%
COc1ccc(-n2c(CNC(=O)c3ccc(S(=O)(=O)N4CCCC4)cc3)n[nH]c2=S)cc1	-17%	1	-9%	2	0.7	2%	-0.1	-9	-1%
CCc1cccc(NC(=O)C2CCCN2S(=O)(=O)c2cccc3cccnc23)c1 (configuration not stated)	-8%	3	-8%	3	-0.6	6%	-1.5	-4	-15%
CCC(C)N1C(=O)CCC1C(=O)NCCc1ccc(Cl)cc1 (configuration not stated)	15%	-6	0%	1	0.1	-6%	0.8	-1	-24%
CCCC(=O)N1CCN(Cc2nc3cc([N+](=O)[O-])ccc3n2C)CC1	10%	2	-1%	1	0.1	-10%	0.7	-8	-11%
Cc1nc(NCCc2ccccc2)c2nnn(Cc3ccccc3Cl)c2n1	16%[57.1 µM]	3	12%[57.1 µM]	0	0.3	7%	23	-3	-17%
CSCCC(NS(=O)(=O)c1ccc(Cl)cc1)C(=O)OCC(=O)NC1CC1 (configuration not stated)	18%[11.4 µM]	-5	3%[57.1 µM]	-1	0.2	0%	·	·	-10%
O=C(O)c1cc(NN=C2CCN(Cc3ccccc3)CC2)ccc1Cl	-5%	2	7%	6	0.1	0%	-1.8	-8	-17%
O=C(OCc1c(-c2ccccc2)ncc2ccccc12)c1ccco1	8%	·	-2%	-2	·	-2%[38.3 µM]	·	·	?
Cc1ccc(C(=O)NCC(=O)OCC(=O)c2c(N)n(C)c(=O)n(C)c2=O)cc1C	7%	·	1%	-5	·	0%	·	·	-20%
COc1ccccc1C(=O)COC(=O)Cn1[nH]c(=O)c2ccccc2c1=O	8%	-5	5%	0	-0.1	0%	-0.3	-3	-13%
O=C(N/N=C/c1ccccc1[N+](=O)[O-])c1ccc2c(c1)OCCO2	11%	5	-2%	0	0.0	-5%	·	·	-19%
O=C(COc1ccc(S(=O)(=O)N2CCCCC2)cc1)NCc1ccncc1	-9%[57.1 µM]	13	-14%	4	0.1	-1%	0.6	11	6%
CCCCN(CC)CCNC(=O)c1nn(C)c2c1CS(=O)(=O)c1ccccc1-2	4%	9	1%	0	-0.3	3%	0.2	·	-14%
CCOC(=O)C1=C(c2ccccc2)NC(=O)NC1c1ccc(OC)cc1OC (configuration not stated)	-3%[57.1 µM]	-4	-4%[57.1 µM]	0	1.0	8%	0.6	15	-2%
O=C(CSCc1c(F)cccc1Cl)NCCSCc1ccco1	-6%	-2	-6%	0	-1.0	-8%	-0.8	-5	-13%

4 entries already listed, sorted by length of the SMILES, falling:
structure	TrxR1 inh	TRHR PAM	TrxR1 substrate	PI4K2A block	TRHR ag	IDH1 R132H inh	D2 agonist	D2 antag	USP1-UAF1 inh
COc1ccc(N2CCN(C(=O)c3cnc(N4CCOCC4)c4ccccc34)CC2)cc1	1%[57.1 µM]	3	-4%[57.1 µM]	0	0.0	-14%	0.4	·	-41%
COc1ccc2c(CNCc3cccs3)c(C(=O)O)n(Cc3cccc(F)c3)c2c1	8%	0	1%	-2	-0.1	0%	-0.4	·	-18%
O=C1CCCN1c1ccc(S(=O)(=O)Nc2ccc3c(c2)OCCO3)cc1	25%	0	15%	2	0.0	2%	0.8	1	-2%
O=C1c2cc(Br)ccc2OC2C=CC=CC12 (configuration not stated)	-1%	·	2%	-5	·	11%	·	·	-23%
